Bioassay records as filed in PubChem.
UHRF1 MBD2 ctr: blocks human UHRF1 binding to methylated DNA | UHRF1 binding to methylated oligo, TR-FRET | inhibition, % at 4.4 µM | Q96T88 | hit rate 0.75% among 370,000; in the data active = inhibition above about 21%;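 note: UHRF1 SRA domain binding a hemimethylated CpG hairpin DNA probe; 0% = median of test compound wells and 100% = reference inhibitor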
PRMT1 FP inh: blocks human protein arginine methyltransferase 1 | recombinant PRMT1, activity-based probe fluorescence polarization | inhibition, % at 2.79 µM | hit rate 1.3% among 370,000 | AID 652257;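 active = inhibition above about 21% made by adding two undisclosed values, limit read from the data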
Target sequence (Q99873 whole entry, looked up): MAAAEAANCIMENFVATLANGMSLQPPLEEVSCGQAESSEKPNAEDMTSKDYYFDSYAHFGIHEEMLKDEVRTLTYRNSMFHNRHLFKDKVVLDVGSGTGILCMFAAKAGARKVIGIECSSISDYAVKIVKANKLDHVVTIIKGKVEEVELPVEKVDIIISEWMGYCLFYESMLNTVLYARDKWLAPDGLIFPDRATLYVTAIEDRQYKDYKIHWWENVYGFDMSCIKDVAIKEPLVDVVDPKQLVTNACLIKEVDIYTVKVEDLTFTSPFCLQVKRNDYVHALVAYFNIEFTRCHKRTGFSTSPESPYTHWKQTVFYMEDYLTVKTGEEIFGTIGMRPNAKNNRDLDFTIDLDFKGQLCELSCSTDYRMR
Tn7 DDE FP: inhibitors of Tn7 peptide binding to human fibrin DD(E); P02675; FP displacement of FITC-Tn7 peptide from fibrin DD(E); 0% = median of compound wells per plate; inhibition, % at 8.3 µM; hit rate 0.13% among 370,000;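 active = inhibition above the mean of compounds falling within the control limits plus 3 SD of them, cut at about 14% in these data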;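 note: 0% = plate median of compound wells and 100% = 10 µM Aha-Tn7 peptide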
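System: human fibrin DD(E); quantity: Fibrin-DD(E) at 2 µM final; also added: fluorescent Tn7 probe at 0.1 µM; compound dosing: single nominal test concentration of 8.3 µM per compound; schedule: 10 min preincubation, 3 h with tracer, room temperature; detection: fluorescence polarization of the labelled Tn7 tracer; repeats: one replicate per compound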
TCR CD3 inh: human TCR-CD3 binding inhibition | TAMRA-labeled TCR probe fluorescence, biochemical | inhibition, % at 9.4 µM | hit rate 0.37% among 360,000; in the data active = inhibition above about 19%;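 note: recombinant mutant TCR 2C K166C tagged with TAMRA read by polarization; 0% = receptor in buffer alone and 100% = receptor with positive control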
PG9 Ab binder: small molecules binding HIV-1 gp120 antibody PG9; TR-FRET gp120-PG9 antibody binding; inhibition, % at 6.7 µM; hit rate 0.43% among 360,000; AID 624416; in the data active = inhibition above about 8.5%
LEDGF integ inh: blocks HIV-1 LEDGF/p75-dependent DNA integration; inhibition, % at 3.7 µM; hit rate 0.64% among 370,000; AID 743269; TR-FRET IN-LEDGF/p75 DNA integration, Eu/Cy5;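 active = inhibition above the screen-wide mean plus 3 SD, cut at about 13% in these data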;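 note: signal is the Cy5 over europium emission ratio at 671 and 618 nm; 0% = plate median of compound wells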
HTRA1 inhibitor: blocks human HTRA1 serine peptidase; Q92743; recombinant HTRA1, FP-rhodamine activity-based probe, fluorescence polarization; inhibition, % at 5.96 µM; hit rate 0.5% among 340,000; in the data active = inhibition above about 36%;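 note: 0% = enzyme with DMSO and 100% = wells lacking enzyme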
mABHD4 FP: inhibitors of mouse ABHD4. Q8VD66. purified mABHD4, FP-Rh probe fluorescence polarization. inhibition, % at 8.92 µM. hit rate 0.54% among 370,000. AID 720543;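 active = inhibition exceeding the mean over every tested compound plus 3 SD, cut at about 30% in these data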;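 note: 0% = plate median of compound wells and 100% = S159A mutant with DMSO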
Target sequence (Q8VD66 whole entry, looked up): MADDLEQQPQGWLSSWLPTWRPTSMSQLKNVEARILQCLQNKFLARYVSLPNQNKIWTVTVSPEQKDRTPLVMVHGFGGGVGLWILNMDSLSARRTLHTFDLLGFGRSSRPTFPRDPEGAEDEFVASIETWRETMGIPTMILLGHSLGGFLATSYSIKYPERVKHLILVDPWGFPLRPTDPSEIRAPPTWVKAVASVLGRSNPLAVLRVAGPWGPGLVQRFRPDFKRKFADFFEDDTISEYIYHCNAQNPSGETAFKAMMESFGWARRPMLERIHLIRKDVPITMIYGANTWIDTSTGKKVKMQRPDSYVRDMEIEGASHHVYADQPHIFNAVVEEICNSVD
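system = mouse ABHD4 enzyme, wild type | medium = HEPES pH 7.0, NaCl, Pluronic buffer | also added = FP-Rh probe | incubation = Enzyme–compound pre-incubation 45 min, then probe 60 min, both 25 °C | technique = fluorescence polarization, excitation 525 nm, emission 598 nm, BODIPY TMR filters | controls = S159A mutant high control, sample median low control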
SIAE primary: blocks human sialic acid acetylesterase. Q9HAT2. hit rate 0.69% among 370,000. SIAE FP-Rh probe binding, fluorescence polarization. inhibition, % at 9.66 µM. AID 1053197;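 active = inhibition above a cutoff: mean of compounds within the control limits plus 3 SD of those, cut at about 17% in these data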;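 note: 0% = plate median of compound wells and 100% = probe without SIAE protein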
TDP2 inh: blocks human TDP2 phosphodiesterase activity; O95551; recombinant TDP2, T5PNP hydrolysis, p-nitrophenol absorbance 415 nm; inhibition, % at 12.8 µM; hit rate 0.34% among 370,000;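 active = inhibition above the mean of all tested compounds plus 3 SD, set per campaign, cut at about 25% in these data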;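 note: 0% = DMSO with enzyme and 100% = buffer with substrate but no TDP2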
Target sequence (O95551 whole entry, looked up): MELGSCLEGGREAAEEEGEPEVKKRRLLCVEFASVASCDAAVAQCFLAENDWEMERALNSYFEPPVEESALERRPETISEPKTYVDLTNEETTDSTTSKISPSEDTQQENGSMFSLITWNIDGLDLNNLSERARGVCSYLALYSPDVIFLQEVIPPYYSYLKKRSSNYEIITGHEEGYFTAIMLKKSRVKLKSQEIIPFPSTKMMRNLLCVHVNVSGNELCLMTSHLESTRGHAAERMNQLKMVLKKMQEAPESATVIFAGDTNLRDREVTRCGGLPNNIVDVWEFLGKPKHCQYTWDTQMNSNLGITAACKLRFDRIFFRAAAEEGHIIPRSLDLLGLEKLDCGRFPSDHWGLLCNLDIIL
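System: recombinant human TDP2 / Amount: 120 nM TDP2 per well / Also added: 5 mM T5PNP chromogenic substrate / Doses: 12.8 µM single point, 1% DMSO / Incubation: 2 h at 37 °C / Detection: p-Nitrophenol epi absorbance / Evaluation: % inhibition relative to enzyme-containing and enzyme-free wells / Repeats: singlicate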
The depositor's hits bear a star; / = not tested or not shown.

SMILES | UHRF1 MBD2 ctr | PRMT1 FP inh | Tn7 DDE FP | TCR CD3 inh | PG9 Ab binder | LEDGF integ inh | HTRA1 inhibitor | mABHD4 FP | SIAE primary | TDP2 inh
COc1ccc(C(CNC(=O)c2c(C)nn(Cc3ccccc3)c2Cl)N2CCOCC2)cc1 (stereo not given) | -2 | 1 | 2 | 7 | 1.5 | 6 | 2 | 2 | 0 | -1
O=C(COC(=O)c1ccc(S(=O)(=O)N2CCCCCC2)cc1)NCc1ccc(Cl)cc1 | 0 | 0 | -5 | -9 | -1.6 | 3 | 8 | 1 | 1 | 1
CCCCOc1ccc(CN2CCC(O)CC2)cc1 | -2 | -4 | -7 | 6 | 0.3 | 1 | -3 | 4 | 1 | 12
COc1ccc(C2/C(=C(/O)c3ccc(C)cc3)C(=O)C(=O)N2c2ccccn2)cc1OC (stereo not given) | -4 | -7 | 4 | 4 | 0.1 | 1 | -2 | -3 | 2 | 5
Cc1ccc(NC(=O)N(CCC(=O)O)Cc2ccccc2)cc1 | -1 | 2 | 1 | -9 | -0.6 | -2 | 6 | 3 | 1 | -3
O=c1c(Cc2ccc(F)cc2)c(O)ccn1CCCN1CCOCC1 | -1 | 0 | -11 | 10 | -0.7 | 4 | -1 | -1 | 6 | 1
Cc1cc(=O)n2nc(N3CCCC(C(=O)NCCCN4C(C)CCCC4C)C3)sc2n1 (stereo not given) | 0 | 0 | -8 | 3 | -1.4 | 5 | 4 | -4 | -3 | -4
CCCCC[C@@H]1C=C(C(=O)O)[C@H](c2ccc(Br)cc2)N1S(=O)(=O)c1ccc(C)cc1 | -2 | 1 | -5 | 6 | 0.3 | -2 | -56 | -22 | -10 | 3
CCCN1CCN(CCCNC(=O)CN2C(=O)COc3ccccc32)CC1 | 0 | -5 | -10 | -4 | -1.9 | 2 | -2 | -2 | -2 | 1
CN(C)/C=C/C(=O)c1ccccc1F | 1 | 2 | 5 | 11 | -2.8 | 0 | 0 | 2 | 5 | 7
COc1ccccc1NC(=O)Nc1nc(CC(=O)N2CCN(c3ccccc3F)CC2)cs1 | -2 | -2 | -3 | 0 | -0.8 | 2 | -58 | -6 | -11 | 1
Cc1ccc(S(=O)(=O)Nc2nc(C)c(C(=O)N/N=C/c3ccccc3)s2)cc1 | 0 | -4 | -2 | 0 | -0.3 | 1 | -6 | -1 | 5 | 7
O=C(OCc1cc2ccccc2[nH]c1=O)c1cccnc1 | 1 | -1 | -5 | 1 | 1.5 | 2 | -1 | 2 | -8 | -7
CN1CCN(Cc2c(C(=O)N/N=C/c3cccc(Br)c3)nnn2-c2nonc2N)CC1 | 0 | -1 | 0 | 9 | -1.2 | 0 | 3 | -1 | 0 | 5
CCOc1ccc(C(=O)N[C@H](C(=O)Nc2ccc(OC)c(S(=O)(=O)N3CCOCC3)c2)C(C)C)cc1 | 1 | -1 | 5 | 0 | 0.3 | -2 | -15 | 0 | -2 | -2
Cc1ccc(/C=N/n2c(COc3ccccc3)n[nH]c2=S)o1 | 2 | 11 | 7 | -5 | -0.2 | 3 | -5 | -1 | 2 | -9
S=C(NN=C1CCN(Cc2ccccc2)CC1)NC1CCCCC1 | 1 | 2 | -5 | -8 | 0.3 | -3 | -1 | 4 | 3 | 3
CC(C)=CC(=O)OCC(=O)Nc1ccc(SC(F)F)cc1 | 2 | 1 | -3 | 0 | 0.1 | 5 | -2 | -4 | -4 | 0
O=[N+]([O-])c1cccc(CSc2nnc(Cc3ccccc3)n2-c2ccc(F)cc2)c1 | -2 | -1 | 3 | -1 | -1.1 | 5 | -6 | -1 | -4 | 8
O=S(=O)(c1cc(Cl)cc(Cl)c1)N1CCN(c2nc(-c3cccs3)nc3ccccc23)CC1 | 3 | -1 | -1 | / | / | -4 | / | 4 | -4 | 0
Cc1cc(-n2ccc(=O)[nH]c2=O)nc(-c2ccccc2)n1 | 0 | -1 | -9 | 14 | 0.0 | -2 | 1 | 0 | 0 | 2
CCOc1ccc(C(=O)C2CCN(CC(=O)Nc3nccs3)CC2)cc1 | 0 | 1 | -5 | 4 | 0.4 | 1 | -2 | 6 | 1 | -3
Cc1ccc(NS(=O)(=O)c2cc(C(=O)NCCSc3ccc(C)cc3)ccc2C)cc1 | 0 | 1 | -11 | 5 | -1.0 | -1 | -103 | -94 | -97 | 6
COc1ccc(CN2CCNC(=O)C2CC(=O)NCCC2=CCCCC2)c(F)c1 (stereo not given) | 3 | -3 | 1 | 5 | -0.2 | 0 | 1 | 3 | 16 | 7
CC(C)CN(C(=O)c1nn(C)c(=O)c2ccccc12)c1nc2ccccc2s1 | 1 | 0 | -3 | 9 | 0.6 | 2 | 4 | 0 | -1 | 6

Continued:
SMILES | UHRF1 MBD2 ctr | PRMT1 FP inh | Tn7 DDE FP | TCR CD3 inh | PG9 Ab binder | LEDGF integ inh | HTRA1 inhibitor | mABHD4 FP | SIAE primary | TDP2 inh
CCOC(=O)C1(Cc2ccccc2)C(=O)Nc2ccccc21 (stereo not given) | 1 | 4 | 6 | -4 | -2.0 | -4 | 4 | -8 | -3 | 1
Cc1cc(C)cc(OCc2nc3ncc(Br)cc3[nH]2)c1 | -3 | 2 | -4 | 6 | 34* | 1 | -4 | 0 | -10 | -2
O=C(CCCc1nc(-c2ccccc2Cl)no1)NCc1cccnc1 | -1 | 4 | 1 | -1 | -1.2 | 0 | 1 | -1 | 0 | 8
O=C(Cc1ccc(Br)cc1)OCC(=O)c1ccc[nH]1 | 15 | 2 | 2 | -1 | -1.4 | 0 | -3 | -6 | -4 | -7
O=c1[nH]c(CN2CCN(S(=O)(=O)c3ccc4c(c3)OCCO4)CC2)nc2sc3c(c12)CCCC3 | 0 | -3 | -4 | 3 | -3.0 | -1 | -7 | -7 | 0 | -1
CC(=O)/C=C(\C)NCCNc1c(F)c(F)c(CO)c(F)c1F | -1 | -2 | -5 | 5 | -2.0 | 1 | 4 | 5 | 1 | 11
CN(C)Cc1c[nH]c2nccnc12 | 2 | -1 | -7 | -6 | 0.6 | -2 | -1 | 4 | 1 | 4
Cc1cc(OCC(=O)NCCCN2CCCC2=O)c2c(C)c(C)c(=O)oc2c1 | -1 | -4 | -1 | -2 | -2.3 | 0 | 2 | -10 | 4 | 2
COc1ccccc1CNC(=O)c1ccc2nc(C)c(N(C)Cc3ccc(NC(C)=O)cc3)n2c1 | 0 | -1 | 0 | -5 | -2.5 | -1 | / | -4 | -2 | 5
NNC(=O)CCn1c2ccccc2c2ccccc21 | -2 | -2 | -4 | 1 | 0.7 | 0 | -8 | 0 | 0 | 2
CC(C)(C)CN1CCN(Cc2cc3ccccc3[nH]2)CC1CCO (stereo not given) | -1 | -1 | -2 | 2 | -0.8 | 2 | -2 | 3 | 4 | -9
Cc1ccc(CCNC(=O)CN2CCN(Cc3ccccc3F)C2=O)cc1 | 5 | 1 | -7 | -3 | -0.5 | 2 | -4 | -3 | 0 | -10
COc1ccc(S(=O)(=O)N2CCCCCC2)cc1NC(=O)Cc1ccc(OC)c(OC)c1 | -1 | -2 | -5 | 3 | -0.5 | 4 | -3 | -3 | 1 | -1
CCC1(C)Cc2nc(Cl)c(C#N)cc2CO1 (stereo not given) | -2 | -4 | 3 | 6 | -2.2 | 0 | -1 | -2 | 4 | 12
Cc1ccc2c(COC(=O)c3ccccc3Br)cc(=O)oc2c1 | -1 | -1 | -2 | 8 | -0.7 | 2 | -2 | -2 | 1 | 1
Cc1c(C(=O)N2CCOCC2)sc2nc(-c3ccccc3)cn12 | 0 | 0 | -9 | 0 | -0.9 | 0 | 4 | -1 | 5 | 4
FC(F)(F)c1cccc(-n2cc(-c3ccccc3)[nH]c2=S)c1 | 4 | 16 | -4 | -2 | -3.1 | -2 | 0 | 3 | 0 | -17
CC1(CC(=O)N/N=C/c2cc(Br)c(O)cc2O)OCCO1 | 2 | 1 | 2 | -7 | -6.1 | -14 | 2 | 3 | 4 | -9
Cc1cc([N+](=O)[O-])nn1CC(=O)NCc1nc2ccccc2[nH]1 | -1 | -3 | -6 | -2 | -0.5 | -1 | 2 | 1 | 5 | 17
O=C(c1ccc(Cl)cc1)N1CCN(CCOc2ccccc2)CC1 | 5 | -5 | -11 | -6 | -1.6 | 5 | -4 | -12 | 0 | -9
COc1ccccc1-c1nc(-c2ccc(C)nc2OC)no1 | 0 | -1 | 5 | -1 | 0.3 | 9 | 5 | -5 | -8 | -1
COc1cccc(NC(=O)c2ccccc2N2C(=O)C3C4C=CC(C4)C3C2=O)c1 (stereo not given) | 1 | -3 | 2 | -1 | -1.2 | 0 | -6 | 3 | 10 | 7
Cc1cc(NC(=O)CSc2nnc(-c3ccccc3)c(-c3ccccc3)n2)no1 | 0 | 6 | 0 | -1 | 4.1 | -5 | -22 | 4 | 0 | 2
CCOC(=O)c1[nH]c2ccc(OC)cc2c1NC(=O)NC(C)C | 0 | 2 | -7 | -3 | 0.0 | 3 | 3 | 7 | -1 | 8
C[C@H]1CC[C@@]2(O[C@H](CCO)C[C@@H](O)[C@@H]2O)O1 | 3 | 0 | 2 | -2 | 0.3 | -2 | -2 | 3 | 7 | -6

Later entries:
SMILES | UHRF1 MBD2 ctr | PRMT1 FP inh | Tn7 DDE FP | TCR CD3 inh | PG9 Ab binder | LEDGF integ inh | HTRA1 inhibitor | mABHD4 FP | SIAE primary | TDP2 inh
CCC(=O)NCCc1nc2cc(NC(=O)c3ccc(OC)cc3)ccc2n1C | 0 | 0 | 3 | -3 | 0.9 | 0 | -5 | 4 | 1 | 15
O=C(O)Cn1c(SCCOc2ccccc2F)nc2ccccc21 | 2 | -1 | -1 | 8 | -1.5 | 2 | 10 | 9 | 2 | -7
CCC(C)NC(=O)c1ccccc1NC(=O)c1ccccc1N(C)S(C)(=O)=O (stereo not given) | -1 | -2 | 5 | -2 | -1.6 | -3 | -2 | -2 | -1 | -7
OCC[C@H]1C[C@@H](O)[C@H](O)[C@]2(CCCCO2)O1 | -1 | -3 | 2 | 9 | -0.2 | -5 | 1 | 0 | 2 | 2
COc1ccc(S(=O)(=O)N(Cc2ccco2)Cc2cc3ccccc3[nH]c2=O)cc1 | 5 | 10 | -3 | -4 | 1.5 | 0 | -11 | -8 | 3 | -13
Oc1c(Cl)cc(Cl)cc1C=Nc1cc(C(F)(F)F)ccc1N1CCc2ccccc2C1 | -3 | -1 | 1 | 8 | -0.3 | -1 | -10 | -16 | -2 | 0
COc1ccc(N2CCN(C(=O)CNC(=O)c3ccccc3Cl)CC2)cc1 | -1 | 1 | 5 | 1 | 0.1 | -1 | -6 | 3 | 0 | 6
